# Source: PubChem BioAssay (several laboratories)
# EP2 antag – blocks the human prostaglandin E2 receptor EP2; inhibition, % at 25 µM; C6 glioma cells expressing human EP2, cAMP TR-FRET; cells stimulated with saturating PGE2; actives 0.52% (n = 260,000);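 active = percent inhibition above 40 after rounding to a whole number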;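 also: rat C6 glioma host cells with rolipram phosphodiesterase inhibitor present; the protocol text gives 20 µM as final concentration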
# Calpain2 inh – calpain II (pig) inhibition; AID 1236; actives 0.37% (n = 220,000); purified calpain II, fluorogenic peptide substrate, 30 min; inhibition, % at 16 µM;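 active = inhibition above about 50%, limit read from the data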
# Rad51 HR inh – Rad51 (human) homologous recombination inhibition | hRad51 DNA strand exchange, fluorescence dequenching | inhibition, % at 10 µM | actives 0.085% (n = 200,000);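 active = inhibition above 40% at the single screening dose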;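 also: 0% = DMSO control wells and 100% = blanks with heterologous ssDNA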
#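 Material: hRad51 filaments on single-stranded DNA; Reagent: Donor/quencher-labelled 47-bp dsDNA substrate; Compound: 10 µM final, single point; Schedule: 37 °C 15-min filament assembly, 30-min compound preincubation, 15-min exchange; Technique: FRET fluorescence, excitation 485 nm, emission 520 nm; Benchmarks: control wells and blank wells on each plate.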
# L929 necroptosis – blocks zVAD induced death of L929 cells; L929 zVAD necroptosis rescue, ATP luminescence, 24 h; with zVAD 60 µM; viability rescue, % at 10 µM; actives 0.38% (n = 220,000);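 active = activation, scaled between plate controls, above about 75%, limit read from the data; inactive = activation under that limit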;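 also: 0% = zVAD with DMSO and 100% = DMSO alone without zVAD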
# Tb hexokinase – T. brucei hexokinase 1 inhibition. inhibition, % at 10 µM. actives 0.11% (n = 220,000). recombinant TbHK1, G6PDH-coupled NADH A340;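 active = inhibition of 50% or more in the single-dose primary screen; inactive = inhibition below 50%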
# EP2 mod – modulates human prostaglandin E2 receptor EP2 signaling. P43116. EP2-expressing cells, cAMP HTRF FRET, PGE2 co-stimulation. induction, % at 25 µM. actives 0.83% (n = 260,000);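 active = compounds whose cAMP rise, as percent of the full-agonist control response, exceeds 60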;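 also: rat C6 glioma line stably carrying human EP2 under a CMV promoter; the protocol text gives 20 µM as final concentration; 100% = response of wells given 1 µM PGE2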
# eIF4E-4G inh – blocks eIF4E binding to eIF4G | P63073+Q04637 | TR-FRET eIF4E-eIF4GI(517-606) binding, 2 h | inhibition, % at 21.7 µM | actives 0.37% (n = 220,000) | AID 782;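 active = inhibition above about 30%, limit read from the data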;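 also: 0% = full FRET control wells and 100% = background wells lacking eIF4GI fragment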
# Hck-Nef inh – blocks Nef-activated human Hck kinase. P08631. Recombinant Hck-YEEI plus Nef, Z-Lyte FRET kinase assay. inhibition, % at 20 µM. actives 0.68% (n = 220,000). AID 463187;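 active = Hck-Nef kinase inhibition above about 50%, limit read from the data; inactive = inhibition below that limit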;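 also: 0% = DMSO with Hck plus Nef and 100% = Hck alone without Nef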
# Target sequence (P08631 whole entry, looked up): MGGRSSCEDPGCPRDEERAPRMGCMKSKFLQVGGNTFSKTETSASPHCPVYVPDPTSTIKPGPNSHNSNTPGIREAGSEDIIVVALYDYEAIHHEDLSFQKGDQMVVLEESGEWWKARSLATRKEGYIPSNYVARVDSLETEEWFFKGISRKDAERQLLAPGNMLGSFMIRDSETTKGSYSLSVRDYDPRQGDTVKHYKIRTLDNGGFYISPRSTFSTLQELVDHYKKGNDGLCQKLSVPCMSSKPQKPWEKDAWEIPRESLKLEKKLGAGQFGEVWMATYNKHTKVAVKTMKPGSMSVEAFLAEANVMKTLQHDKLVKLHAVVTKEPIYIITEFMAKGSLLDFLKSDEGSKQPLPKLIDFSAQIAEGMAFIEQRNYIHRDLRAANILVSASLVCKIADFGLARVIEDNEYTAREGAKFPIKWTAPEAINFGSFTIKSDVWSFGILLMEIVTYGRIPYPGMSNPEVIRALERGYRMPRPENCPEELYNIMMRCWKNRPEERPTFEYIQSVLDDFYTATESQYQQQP
# 14-3-3 Bad inh – disrupts binding of bovine 14-3-3 zeta to phospho-Bad peptide. TR-FRET 14-3-3zeta/Dy647-pBad peptide displacement, 1 h. inhibition, % at 21.7 µM. actives 0.71% (n = 220,000). AID 781;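 active = inhibition above about 70%, limit read from the data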;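 also: 0% = full 14-3-3 plus peptide FRET controls and 100% = background without 14-3-3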
# Target sequence (P63103 whole entry, looked up): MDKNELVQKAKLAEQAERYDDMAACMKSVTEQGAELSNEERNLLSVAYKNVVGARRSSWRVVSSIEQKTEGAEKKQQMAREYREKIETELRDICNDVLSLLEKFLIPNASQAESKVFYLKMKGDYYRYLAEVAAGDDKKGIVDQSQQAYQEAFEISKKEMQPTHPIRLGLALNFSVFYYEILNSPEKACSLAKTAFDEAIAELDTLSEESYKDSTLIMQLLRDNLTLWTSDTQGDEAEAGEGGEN
# Numbers without * were called inactive; · = no result given; & = joins results of further samples; [ ] = another dose, or the depositor's remark.
SMILES,EP2 antag,Calpain2 inh,Rad51 HR inh,L929 necroptosis,Tb hexokinase,EP2 mod,eIF4E-4G inh,Hck-Nef inh,14-3-3 Bad inh
Cc1ccc(OCC(=O)N(C)CCc2ccccn2)cc1,7,·,-1,1.1,0,·,·,3,·
COc1ccc(-n2c(C)cc(C=O)c2C)cc1Cl,10,11,3,-0.2,-11,14,4,-1,7
Cc1ccc[n+](-c2nc3ccccc3nc2C(=C=[N-])C#N)c1,6&4,-312,-45&-13,-0.6&-0.4,-10&-2,-19&-31,-11&1,3&-2,-5&8
N#CC(C(=O)Nc1ccc(Cl)cc1)=C1Nc2ccccc2N1,5,-28,-6,0.3,6,-22,9,1,-9
Cn1c(NNC(=O)c2c(F)cccc2F)cc(=O)n(C)c1=O,7,21,-25,0.6,-12,-14,-6,5,-2
CC(C)CC(NC(=O)C(NC(=O)C1OC2OC(C)(C)OC2C2OC(C)(C)OC12)C(C)C)C(=O)O (stereo not drawn),6,-17,·,-0.2,-5,12,0,-5,-6
COc1cc(O)c(CC=C(C)C)c(O)c1C(=O)CCc1ccc(O)cc1,76*,48,4,-0.5,-29,-4,-16,33,-1
Cc1sc(NC(=O)Cc2ccc3c(c2)OCO3)nc1-c1ccc2c(c1)CCN2C(=O)c1ccc(F)cc1,11,-74,8,1.4,13,-10,-1,1,-37[fluorescence artefact?]
C=CCNC(=S)N1CCN(Cc2ccccc2)CC1,15&15,-26,-2,47,-5,5&14,2,17,65
CCc1ccccc1NC(=O)c1ccc(CN2CCC(Cc3ccccc3)CC2)cc1,15,13,-14,0.0,3,-2,7[fluorescence artefact?],4,10
Cc1c(C(=O)C(=O)NCC2CCCO2)c2ccccc2n1C (stereo not drawn),7,40,-1,-1.5,-19,6,-5,-7,0
Cc1ccccc1C(=O)Nc1sc(C)c(C)c1C(=O)c1ccccc1,4,45,-3,-0.1,3,55,12,-1,15
Cc1ccc(N2C(=O)N(CC(=O)NC(N)=O)C(=O)C2C)cc1 (stereo not drawn),6,-8,10,-0.1,0,27,1,18,-14
CN(C)S(=O)(=O)c1cccc(N=C2SCCN2Cc2ccccc2)c1,8,25,20,-0.1,-8,45,-5,24,7
COc1cc2[nH]c(=S)nc(NCCC(C)C)c2cc1OC,14,-5,0,-0.2,-6,-33,-4,16,-8
Cc1ccc(C)c(C(=O)CN2C(=O)NC3(CCCCCCC3)C2=O)c1,13,24,-6,9.2,-1,-49,4,-34,7
O=C(c1ccco1)N1CCN(c2ccccc2F)CC1,8,-1,-2,-0.3,28,0,-3,-18,0
OC(CNCC(c1ccco1)N1CCCCC1)c1ccccc1 (stereo not drawn),4,-16,-10,0.2,6,0,-3,1,58
O=C(O)C1CCN(C(=O)c2ccco2)CC1,0,-18,7,3.6,3,24,2,22,-17
Cn1c(=O)c2c(nc(CN3CCN(Cc4ccccc4)CC3)n2Cc2ccc(F)cc2)n(C)c1=O,5,-44,-5,-0.5,-7,-17,-7[fluorescence artefact?],-6,11[fluorescence artefact?]
O=C(O)c1nnn(-c2ccc([N+](=O)[O-])cc2)c1-c1ccccc1,17,-17,8,1.4,-11,4,-2,-2,0
COc1ccccc1NC(=O)c1ccc(-c2nn(C)c(=O)c3ccccc23)cc1,11,4,-3,78*,-3,-38,-1,17,-6
COC(=O)c1ccc(C(C(=O)NCc2ccccc2)N(Cc2cccs2)C(=O)c2cnccn2)cc1 (stereo not drawn),4,-58,-9,0.4,-1,-9,3,3,7
Cc1cccc(NC(=O)C2CCCN(S(=O)(=O)c3cccc4nonc34)C2)c1 (stereo not drawn),5,-73,5,5.9,-1,-8,-2,27,-21
CCCCNC(=O)C(=O)N/N=C/c1ccc(OCc2ccccc2)cc1,11,10,·,0.8,-2,8,-1,20,-6
O=C1c2ccccc2-c2nccnc21,10,0,15,0.3,1,5,-7,-1,-3
N#CC(C#N)=C(N)CSc1cccc[n+]1[O-],8,50,11,-0.6,-2,20,-3,13,-11
CC(C)c1ccc(NC(=O)c2ccc(NS(C)(=O)=O)cc2)cc1,5,31,-9,73,-1,14,3,11,4
CC1=C(C(=O)OCC2CCCO2)C(c2ccc(C)cc2)C2=C(CCCC2=O)N1 (stereo not drawn),6,-123,·,-1.0,-17,-2,2,63*,-3
COC(=O)c1ccccc1NC(=S)NC(=O)COc1ccc(C(C)C)cc1,13,16,·,·,-5,-21,0[fluorescence artefact?],3,-1
COc1ccc(CCNC(=S)Nc2ccc(OC)cc2)cc1,5,-3,-4,0.5,0,-7,3,-2,-13[fluorescence artefact?]
CC1COC(C)(CC(=O)NN2C(=O)c3ccccc3C2=O)O1 (stereo not drawn),4,13,-9,2.1,-6,23,1,26,5
Cc1cc(C(=O)N/N=C/c2cccc([N+](=O)[O-])c2)c(C)o1,2,-19,8,0.0,1,-17,6,-3,6
Cc1cc(C)n2cc(CSc3nc4ccccc4s3)nc2n1,1,9,2,0.8,-7,21,3,-1,12
Cc1ccc(NC(=O)Cc2ccc3c(c2)CCCC3)cc1C,3,-22,4,0.1,2,0,1,1,-3
O=C(Nn1cnc2ccccc2c1=O)c1ccc([N+](=O)[O-])cc1,9,1,·,0.6,-14,10,0,-12,6
C=CCNC(=S)NNC(=O)c1ccncc1,10,-22,-2,7.5,-9,23,-2,28,-14
COc1ccc(-c2[nH]c(-c3ccccc3)nc2SCC(=O)NC2CCCC2)cc1,10,-39,-4,·,-5,-6,0[fluorescence artefact?],1,5
COc1ccccc1CN1C(=O)CN(C2CCCCCC2)C(=O)C1c1ccc(F)cc1 (stereo not drawn),5,18,·,-0.3,0,41,12,0,-3
CC1CCCCN1C(=O)c1ccccc1OC1CCN(S(C)(=O)=O)CC1 (stereo not drawn),6,1,19,0.4,1,11,4,11,-1
COc1ccc(S(=O)(=O)N(CC(=O)NCc2cccnc2)c2ccc(F)cc2)cc1OC,9,16,·,0.3,1,11,-2,1,10[fluorescence artefact?]
O=C(c1cc(F)ccc1F)C1CCCN(C(=O)CCc2cnccn2)C1 (stereo not drawn),10,-30,6,2.4,2,6,-3,18,-6
Cc1csc(NC(=O)Nc2cccc(Cl)c2)n1,10,26,0,0.9,3,-51,2,6,-7
CCC(C)Sc1nc2ccccc2c(=O)[nH]1 (stereo not drawn),0,26,5,0.1,6,2,-3[fluorescence artefact?],1,-11
CCC1CCCCN1C(=O)Nc1cccc(NC(=O)N2CCCCC2CC)c1 (stereo not drawn),6,14,-1,0.0,-4,9,1,0,0
COc1ccc(-c2cn3cccc(C)c3n2)cc1Br,4,-8,9,0.0,-3,-18,5,-3,4
O=C(Cn1c(=O)sc2ccccc21)OC(CCl)CCl,7,3,-12,0.5,2,-19,0,20,-1
CCOc1ccc(NC(=S)N(CCc2c(C)[nH]c3ccccc23)Cc2cccnc2)cc1,2,5,·,·,1,16,-1[fluorescence artefact?],-9,-8
Cc1cc2ccccc2n1CCNC(=O)COc1ccc2ccccc2c1,73*,1,5,1.4,-9,-10,3,4,0
CCCCN(C(C)=O)c1c(N)n(CCC)c(=O)n(CC(=O)Nc2cc(Cl)cc(Cl)c2)c1=O,9,-7,5,2.6,-1,-4,3,-3,-8

# Sorted by count of non-hydrogen atoms (ascending): three of the compounds above
SMILES,EP2 antag,Calpain2 inh,Rad51 HR inh,L929 necroptosis,Tb hexokinase,EP2 mod,eIF4E-4G inh,Hck-Nef inh,14-3-3 Bad inh
CCC(C)Sc1nc2ccccc2c(=O)[nH]1 (stereo not drawn),0,26,5,0.1,6,2,-3[fluorescence artefact?],1,-11
Cc1cc2ccccc2n1CCNC(=O)COc1ccc2ccccc2c1,73*,1,5,1.4,-9,-10,3,4,0
CCOc1ccc(NC(=S)N(CCc2c(C)[nH]c3ccccc23)Cc2cccnc2)cc1,2,5,·,·,1,16,-1[fluorescence artefact?],-9,-8

# Additional compounds.
SMILES,EP2 antag,Calpain2 inh,Rad51 HR inh,L929 necroptosis,Tb hexokinase,EP2 mod,eIF4E-4G inh,Hck-Nef inh,14-3-3 Bad inh
COc1ccc(OCC(=O)NNC(=O)c2cccnc2)cc1,6,0,-4,1.1,2,11,9,-1,92*
CCOc1ccc(NC(=O)Nc2ccc(Br)cn2)cc1,7,10,·,75*,-11,-3,0,27,-5
COc1ccc(OC)c(CNc2ccc([N+](=O)[O-])cc2C)c1,3,51*,-2,0.3,-2,-3,3,2,6
O=C(CN(CC1CCCO1)C(=O)CCC(=O)Nc1nccs1)NCc1ccc2c(c1)OCO2 (stereo not drawn),7,2,0,0.2,-1,25,10,3,-11
Cc1ccc(Nc2c(-c3ccccc3O)nc3ncccn23)cc1,7,-31,-2,-0.4,-5,0,1,-15,1
COc1ccc(/C=N/N2C(=N)SCC2=O)cc1,7,4,9,1.5,-45,-14,-5,17,2
Cn1ccnc1C(=O)c1cc(SCC(=O)NCc2ccccc2)nc2ccccc12,8,-8,13,1.1,-8,5,-4,-1,20
CN1Cc2sc(N)c(C#N)c2CC1(C)C,11,-78,-28,-0.2,-3,20,5,7,-7
CCCCNC(=O)CS(=O)Cc1nc(-c2cccs2)oc1C (stereo not drawn),10,-32,-2,0.8,3,5,4,2,12
CCC(C)N1C(=O)CN(C2CCCCCC2)C(=O)C1c1ccccc1F (stereo not drawn),4,18,15,-0.8,10,-28,1,18,-10
Cc1ccc(OCC(=O)N2CCN(C(=O)c3ccc([N+](=O)[O-])cc3)CC2)cc1,8,31,-5,-0.8,3,-22,-5,16,-2

# Another view of 13 compounds above:
# The line under a structure holds: EP2 antag	Calpain2 inh	Rad51 HR inh	L929 necroptosis	Tb hexokinase	EP2 mod	eIF4E-4G inh	Hck-Nef inh	14-3-3 Bad inh
O=C(Cn1c(=O)sc2ccccc21)OC(CCl)CCl
→ 7	3	-12	0.5	2	-19	0	20	-1
CCOc1ccc(NC(=S)N(CCc2c(C)[nH]c3ccccc23)Cc2cccnc2)cc1
→ 2	5	·	·	1	16	-1[fluorescence artefact?]	-9	-8
Cc1cc2ccccc2n1CCNC(=O)COc1ccc2ccccc2c1
→ 73*	1	5	1.4	-9	-10	3	4	0
CCCCN(C(C)=O)c1c(N)n(CCC)c(=O)n(CC(=O)Nc2cc(Cl)cc(Cl)c2)c1=O
→ 9	-7	5	2.6	-1	-4	3	-3	-8
COc1ccc(OCC(=O)NNC(=O)c2cccnc2)cc1
→ 6	0	-4	1.1	2	11	9	-1	92*
CCOc1ccc(NC(=O)Nc2ccc(Br)cn2)cc1
→ 7	10	·	75*	-11	-3	0	27	-5
COc1ccc(OC)c(CNc2ccc([N+](=O)[O-])cc2C)c1
→ 3	51*	-2	0.3	-2	-3	3	2	6
O=C(CN(CC1CCCO1)C(=O)CCC(=O)Nc1nccs1)NCc1ccc2c(c1)OCO2 (stereo not drawn)
→ 7	2	0	0.2	-1	25	10	3	-11
Cc1ccc(Nc2c(-c3ccccc3O)nc3ncccn23)cc1
→ 7	-31	-2	-0.4	-5	0	1	-15	1
COc1ccc(/C=N/N2C(=N)SCC2=O)cc1
→ 7	4	9	1.5	-45	-14	-5	17	2
Cn1ccnc1C(=O)c1cc(SCC(=O)NCc2ccccc2)nc2ccccc12
→ 8	-8	13	1.1	-8	5	-4	-1	20
CN1Cc2sc(N)c(C#N)c2CC1(C)C
→ 11	-78	-28	-0.2	-3	20	5	7	-7
CCCCNC(=O)CS(=O)Cc1nc(-c2cccs2)oc1C (stereo not drawn)
→ 10	-32	-2	0.8	3	5	4	2	12

# These rows are one share of the data (hit frequency here may not be typical).
